From PubChem BioAssay
FID counter: compounds displacing fluorescent DNA intercalator, primary screen, artefact control for HCV NS3 helicase inhibitor project, biochemical, FID fluorescence. DNA fluorescent intercalator displacement. inhibition, % at 7.9 µM. hit rate 0.17% among 290,000; in the data active = inhibition above about 37%;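 note: 0% = vehicle and 100% = reference compound; higher means more ethidium bromide displaced from hairpin DNA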
NS3 helicase inh: inhibitors of HCV NS3 helicase, primary screen, biochemical, Cy5 molecular beacon fluorescence; inhibition, % at 10.9 µM; AID 1800, 2009; Hepatitis C virus NS3 helicase; NS3 helicase DNA unwinding; hit rate 0.56% among 290,000;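 active = inhibition above the mean of all tested compounds plus 3 SD, set per campaign, cut at about 35% in these data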;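 note: 0% = DMSO wells and 100% = thioflavine S control wells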
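System: NS3 helicase fragment of HCV / Schedule: 1 h at 25 °C / Control set: DMSO alone as 0% and 110 µM thioflavine S as 100% / Reagent: Cy5/quencher beacon DNA duplex and ATP to start / Technique: Cy5 fluorescence / Replication: singlicate / Evaluation: % inhibition of end-to-start signal ratio versus controls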
MEKK2 mut-MEK5: MEK5 binding signal on mutant MEKK2 PB1, primary screen, biochemical, multiplex bead flow cytometry, Alexa488-MEK5; Alexa488-MEK5 binding to MEKK2 mutant; percent response, % at 10 µM; hit rate 0.35% among 290,000; in the data active = percent response above about 24%, passing the limit was not always enough; note: inactives centre near 1; some results filed as inactive read as strong as hits
SUMO HTRF inh: inhibitors of in vitro SUMOylation cascade, primary screen, biochemical, HTRF, uHTS; inhibition, % at 35 µM; HTRF SUMOylation assay, SAE1/SAE2 + UBC9; SUMO-conjugating enzyme UBC9 (Homo sapiens), P63279; hit rate 0.36% among 290,000; in the data active = inhibition above about 50%, passing the limit was not always enough; note: strong numbers were not always called active
Target sequence (P63279 whole entry, looked up): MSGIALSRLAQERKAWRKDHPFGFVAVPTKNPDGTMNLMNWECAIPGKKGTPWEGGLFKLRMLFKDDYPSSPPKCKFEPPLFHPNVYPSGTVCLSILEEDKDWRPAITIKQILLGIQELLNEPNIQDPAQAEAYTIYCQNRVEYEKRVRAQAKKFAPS
MEKK2 WT-MEK5: modulators of MEK5 binding to wildtype MEKK2, primary screen, biochemical, multiplex bead flow cytometry, Alexa488-MEK5; Alexa488-MEK5 binding to MEKK2 WT; actives lie on both sides; binding response (% of control), % at 10 µM; hit rate 1.1% among 290,000; in the data active = binding response below about 67% or above about 130%
M18AAP inhibitor: PfM18AAP inhibitors, malaria aminopeptidase, primary screen, biochemical, QFRET, recombinant enzyme; H-Glu-NHMec fluorogenic cleavage; inhibition, % at 7.35 µM; hit rate 1.2% among 290,000; AID 1822, 2009;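 active = inhibition above the campaign mean inhibition over all tested compounds plus 3 SD, cut at about 28% in these data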;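 note: 0% = plate median of test compound wells and 100% = 2 mM ZnCl2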
NALP1 yeast inh: NALP1 inflammasome inhibitors in reconstituted yeast, colorimetric, S. cerevisiae, triplicate retest. inhibition, % at 10 µM. hit rate 0.61% among 280,000. S. cerevisiae NALP1/ASC/caspase-1 growth, X-gal OD620, 72 h. AID 2071, 2009; in the data active = inhibition mostly above about 24%, no sharp cut-off; inactive = mostly below about 32%; note: some compounds called inactive have numbers as strong as hits
VIM-2 inh: VIM-2 metallo-beta-lactamase inhibitors, primary screen, biochemical, epi-absorbance readout, Pseudomonas aeruginosa enzyme; purified VIM-2, nitrocefin hydrolysis, epi-absorbance fluorescence; inhibition, % at 5.6 µM; hit rate 0.89% among 290,000; AID 1527, 2009;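 active = inhibition above the mean of all tested compounds plus 3 SD, cutoff set per screening run, cut at about 7.5% in these data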;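 note: red hydrolysis product quenches plate fluorescence so inhibitors raise well fluorescence; 0% = enzyme with DMSO and 100% = DMSO without enzyme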
IMP-1 inh: IMP-1 metallo-beta-lactamase inhibitors, primary screen, biochemical, epi-absorbance readout, Pseudomonas aeruginosa enzyme; purified IMP-1, nitrocefin hydrolysis, epi-absorbance fluorescence; inhibition, % at 5.6 µM; hit rate 0.45% among 290,000;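 active = inhibition above the mean plus 3 SD of all compounds in the same screening run, cut at about 4.5% in these data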;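 note: 0% = IMP-1 with DMSO and 100% = DMSO wells lacking enzyme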
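System: purified IMP-1 / Input: IMP-1 dispensed at 0.2 nM / Medium: 50 mM HEPES pH 7.1, 50 µM ZnSO4, 0.05% Brij 35 / Timing: 15 min enzyme–compound preincubation, then 25 min nitrocefin reaction, 25 °C / Technique: plate fluorescence quenching by hydrolysis product, ex 480/em 530 nm / Repeats: singlicate testing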
Active calls of the source: *.

Start of the data: the first 3 entries, to show the layout:
For Nc1nnc(CSCc2ccccc2Cl)s1 the results were FID counter -1, NS3 helicase inh -4, MEKK2 mut-MEK5 -10, SUMO HTRF inh 7, MEKK2 WT-MEK5 97, M18AAP inhibitor 6, NALP1 yeast inh -2, VIM-2 inh -2.1 and IMP-1 inh -3.1.
For CCn1cnc2c1c(=O)n(Cc1nnc3n1-c1ccccc1SC3)c(=O)n2Cc1ccccc1 the results were FID counter -42, NS3 helicase inh 0, MEKK2 mut-MEK5 2, SUMO HTRF inh 24, MEKK2 WT-MEK5 104, M18AAP inhibitor -5, NALP1 yeast inh 16, VIM-2 inh -4.4 and IMP-1 inh -2.5.
For CC(=O)Nc1ccccc1-c1nc2ccccc2nc1OCC(=O)c1ccc2ccccc2c1 the results were FID counter -3, NS3 helicase inh -1, MEKK2 mut-MEK5 1, SUMO HTRF inh -8, MEKK2 WT-MEK5 99, M18AAP inhibitor 0, NALP1 yeast inh 10, VIM-2 inh -2.0 and IMP-1 inh -1.7.

Main list, repeating the preview:
For Nc1nnc(CSCc2ccccc2Cl)s1 the results were FID counter -1, NS3 helicase inh -4, MEKK2 mut-MEK5 -10, SUMO HTRF inh 7, MEKK2 WT-MEK5 97, M18AAP inhibitor 6, NALP1 yeast inh -2, VIM-2 inh -2.1 and IMP-1 inh -3.1.
For CCn1cnc2c1c(=O)n(Cc1nnc3n1-c1ccccc1SC3)c(=O)n2Cc1ccccc1 the results were FID counter -42, NS3 helicase inh 0, MEKK2 mut-MEK5 2, SUMO HTRF inh 24, MEKK2 WT-MEK5 104, M18AAP inhibitor -5, NALP1 yeast inh 16, VIM-2 inh -4.4 and IMP-1 inh -2.5.
For CC(=O)Nc1ccccc1-c1nc2ccccc2nc1OCC(=O)c1ccc2ccccc2c1 the results were FID counter -3, NS3 helicase inh -1, MEKK2 mut-MEK5 1, SUMO HTRF inh -8, MEKK2 WT-MEK5 99, M18AAP inhibitor 0, NALP1 yeast inh 10, VIM-2 inh -2.0 and IMP-1 inh -1.7.
Cc1ccc(NS(=O)(=O)c2ccc(Br)s2)nc1 was read as FID counter -6, NS3 helicase inh 12, MEKK2 mut-MEK5 0, SUMO HTRF inh 24, MEKK2 WT-MEK5 97, M18AAP inhibitor 3, NALP1 yeast inh 0, VIM-2 inh -2.1 and IMP-1 inh -3.1.
COc1cccc(NC(=O)C(c2ccccc2)N2CCCCC2)c1 (stereo not drawn) was read as FID counter 12, NS3 helicase inh -1, MEKK2 mut-MEK5 -1, SUMO HTRF inh 1, MEKK2 WT-MEK5 97, M18AAP inhibitor -9, NALP1 yeast inh 8, VIM-2 inh 1.4 and IMP-1 inh -0.8.
COc1ccc(C2CC2/C(=N/O)c2ccccc2)cc1 (stereo not drawn) was read as FID counter -11, NS3 helicase inh 8, MEKK2 mut-MEK5 -43, SUMO HTRF inh 1, MEKK2 WT-MEK5 97, M18AAP inhibitor -8, NALP1 yeast inh -10, VIM-2 inh 1.0 and IMP-1 inh -2.7.
Cc1ccc(NC(=O)Cn2c(C)cc(C)c(C#N)c2=O)c(Cl)c1 was read as FID counter -2, NS3 helicase inh -4, MEKK2 mut-MEK5 6, SUMO HTRF inh 7, MEKK2 WT-MEK5 106, M18AAP inhibitor -1, NALP1 yeast inh 9, VIM-2 inh -1.5 and IMP-1 inh -2.2.
`CCOc1ccc(S(=O)(=O)NC2CCCCC2C)cc1` (stereo not drawn) gave FID counter -34, NS3 helicase inh -3, MEKK2 mut-MEK5 2, SUMO HTRF inh 5, MEKK2 WT-MEK5 101, M18AAP inhibitor 3, NALP1 yeast inh 6, VIM-2 inh -0.9 and IMP-1 inh -2.7.
Screening O=C(Nc1ccc(Cl)c(Cl)c1)c1ccc(Cl)c(Cl)c1 returned FID counter -4, NS3 helicase inh 2, MEKK2 mut-MEK5 56*, SUMO HTRF inh 6, MEKK2 WT-MEK5 162*, M18AAP inhibitor 3, NALP1 yeast inh 14, VIM-2 inh -1.0 and IMP-1 inh -1.3.
For CCOc1ccc(CCNC(=O)CCS(=O)(=O)c2ccc(C)cc2)cc1OCC the results were FID counter -33, NS3 helicase inh 2, MEKK2 mut-MEK5 6, SUMO HTRF inh -7, MEKK2 WT-MEK5 103, M18AAP inhibitor 5, NALP1 yeast inh 10, VIM-2 inh -3.4 and IMP-1 inh -2.3.
CCOC(=O)c1nnn(-c2nonc2N)c1CSc1ccccc1 was read as FID counter -12, NS3 helicase inh 5, MEKK2 mut-MEK5 -4, SUMO HTRF inh 10, MEKK2 WT-MEK5 98, M18AAP inhibitor -5, NALP1 yeast inh 21, VIM-2 inh -3.1 and IMP-1 inh -2.9.
`CN(C)c1cc(N/N=C/c2ccccc2C(F)(F)F)nc(N(C)C)n1` gave FID counter -2, NS3 helicase inh 0, MEKK2 mut-MEK5 3, SUMO HTRF inh 84, MEKK2 WT-MEK5 105, M18AAP inhibitor 3, NALP1 yeast inh 12, VIM-2 inh -2.4 and IMP-1 inh -4.0.
Screening CCN(CC)C(=O)C12CC3CC(CC(Cl)(C3)C1)C2 returned FID counter -2, NS3 helicase inh 2, MEKK2 mut-MEK5 36, SUMO HTRF inh -7, MEKK2 WT-MEK5 127, M18AAP inhibitor -2, NALP1 yeast inh 32, VIM-2 inh -3.0 and IMP-1 inh -2.9.
Screening CC(C)NC(=O)COc1cccc2ccccc12 returned FID counter -5, NS3 helicase inh -1, MEKK2 mut-MEK5 2, SUMO HTRF inh 1, MEKK2 WT-MEK5 110, M18AAP inhibitor -4, NALP1 yeast inh 3, VIM-2 inh -1.3 and IMP-1 inh -2.1.
O=C(CCC(=O)OCc1ccc([N+](=O)[O-])cc1)Nc1ccccc1Cl was read as FID counter -10, NS3 helicase inh 6, MEKK2 mut-MEK5 1, SUMO HTRF inh 0, MEKK2 WT-MEK5 110, M18AAP inhibitor -2, NALP1 yeast inh 6, VIM-2 inh -2.0 and IMP-1 inh -2.8.
`C=CCSc1nc2c(c(=O)[nH]c(=O)n2C)n1C/C=C(/C)Cl` gave FID counter -4, NS3 helicase inh 8, MEKK2 mut-MEK5 15, SUMO HTRF inh 6, MEKK2 WT-MEK5 122, M18AAP inhibitor -5, NALP1 yeast inh 21, VIM-2 inh -3.3 and IMP-1 inh -3.0.
`O=C1CC(c2ccccc2Oc2cccc(Cl)c2)C(n2cncn2)C(=O)C1C1NCCc2ccccc21` (stereo not drawn) gave FID counter -50, NS3 helicase inh 5, MEKK2 mut-MEK5 3, SUMO HTRF inh 24, MEKK2 WT-MEK5 103, M18AAP inhibitor 23, VIM-2 inh -1.1 and IMP-1 inh -1.8.
Screening O=C(/C=C/c1cccc(F)c1)NCCCn1ccnc1 returned FID counter -2, NS3 helicase inh -7, MEKK2 mut-MEK5 4, SUMO HTRF inh 8, MEKK2 WT-MEK5 111, M18AAP inhibitor 2, NALP1 yeast inh 9, VIM-2 inh -0.8 and IMP-1 inh -2.4.
O=C1NC(c2cccc(Br)c2)=N/C1=C\c1ccco1 was read as FID counter -3, NS3 helicase inh 34, MEKK2 mut-MEK5 -1, SUMO HTRF inh 15, MEKK2 WT-MEK5 100, M18AAP inhibitor 6, VIM-2 inh -3.6 and IMP-1 inh -2.0.
Screening Cc1[nH]c2ccc(C(=O)NCCCN3CCCC3)cc2c1C returned FID counter 1, NS3 helicase inh -15, MEKK2 mut-MEK5 15, SUMO HTRF inh 8, MEKK2 WT-MEK5 127, M18AAP inhibitor 11, NALP1 yeast inh 0, VIM-2 inh 0.1 and IMP-1 inh -1.4.
For CCN1CCN(C(=O)c2ccccc2NC(=O)c2ccc(Cl)cc2)CC1 the results were FID counter -2, NS3 helicase inh 8, MEKK2 mut-MEK5 3, SUMO HTRF inh 11, MEKK2 WT-MEK5 100, M18AAP inhibitor -4, NALP1 yeast inh 12, VIM-2 inh -2.0 and IMP-1 inh -2.4.
Screening O=C(NCc1ccco1)c1ccc(COc2ccccc2Cl)cc1 returned FID counter -11, NS3 helicase inh 9, MEKK2 mut-MEK5 1, SUMO HTRF inh -12, MEKK2 WT-MEK5 99, M18AAP inhibitor 6, NALP1 yeast inh 6, VIM-2 inh -0.3 and IMP-1 inh -3.2.
For Cc1cc(C)cc(OCC(=O)N(Cc2ccc(N(C)C)cc2)C2CCS(=O)(=O)C2)c1 (stereo not drawn) the results were FID counter -31, NS3 helicase inh 1, MEKK2 mut-MEK5 -5, SUMO HTRF inh 1, MEKK2 WT-MEK5 93, M18AAP inhibitor -1, VIM-2 inh -0.7 and IMP-1 inh -2.0.
Screening CN(CC(=O)Nc1ccccc1Br)C(=O)c1cccnc1Nc1cccc(C(F)(F)F)c1 returned FID counter -15, NS3 helicase inh -33, MEKK2 mut-MEK5 4, SUMO HTRF inh -21, MEKK2 WT-MEK5 100, M18AAP inhibitor 8, NALP1 yeast inh -3, VIM-2 inh -0.8 and IMP-1 inh -2.2.
For CCNc1nnc(-c2ccccc2OC)s1 the results were FID counter -5, NS3 helicase inh 2, MEKK2 mut-MEK5 1, SUMO HTRF inh 14, MEKK2 WT-MEK5 103, M18AAP inhibitor -6, NALP1 yeast inh -9, VIM-2 inh -1.0 and IMP-1 inh -4.8.
For CC(CCc1ccccc1)NC(=O)CN1CCN(c2ccccc2)CC1 (stereo not drawn) the results were FID counter -20, NS3 helicase inh -17, MEKK2 mut-MEK5 0, SUMO HTRF inh 1, MEKK2 WT-MEK5 119, M18AAP inhibitor 2, NALP1 yeast inh 8, VIM-2 inh 1.9 and IMP-1 inh -1.4.
NC(=S)n1[nH]c(-c2ccc([N+](=O)[O-])cc2)c(N=Nc2cccc(Cl)c2)c1=O was read as FID counter -11, NS3 helicase inh 21, MEKK2 mut-MEK5 -10, MEKK2 WT-MEK5 91, M18AAP inhibitor 8, NALP1 yeast inh -17, VIM-2 inh -2.9 and IMP-1 inh -0.8.
`CCN(C(C)=O)c1ccc(Oc2nc(OC)cc(OC)n2)cc1` gave FID counter -11, NS3 helicase inh 12, MEKK2 mut-MEK5 -3, SUMO HTRF inh 7, MEKK2 WT-MEK5 100, M18AAP inhibitor 3, NALP1 yeast inh 15, VIM-2 inh -2.1 and IMP-1 inh -1.7.
CCC1(C)Cc2nc3[nH]c(=S)n(-c4ccccc4C)c(=O)c3cc2CO1 (stereo not drawn) was read as FID counter -27, NS3 helicase inh -7, MEKK2 mut-MEK5 -8, SUMO HTRF inh 17, MEKK2 WT-MEK5 96, M18AAP inhibitor 3, VIM-2 inh -3.2 and IMP-1 inh -2.8.
`COc1ccc2c(c1)oc(=O)c1c3ccccc3[nH]c21` gave FID counter 3, NS3 helicase inh -11, MEKK2 mut-MEK5 -2, SUMO HTRF inh 13, MEKK2 WT-MEK5 96, M18AAP inhibitor 3, NALP1 yeast inh 7, VIM-2 inh -0.6 and IMP-1 inh -2.5.
